Bioassay records (PubChem BioAssay)
Arrestin-AP2 inh: inhibitors of beta-arrestin/AP2 binding, primary screen, biochemical, GPCR trafficking, flow cytometry. FITC-arrestin peptide / GST-AP2 beads; AP2 beta2 appendage carries R879A mutation. inhibition, % at 10 µM. actives 0.31% (n = 340,000). AID 504490, 2011;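 active = inhibition above a set limit, near 3 SD of compounds lacking own fluorescence, cut at about 54% in these data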;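 note: plate controls were DMSO wells for no effect and 5 µM unlabelled arrestin peptide for full effect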
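System: GST-AP2 R879A glutathione beads. Medium: PBS with 0.05% Tween 20 and 0.1% BSA. Also added: FITC-arrestin peptide, 50 nM. Incubation: 12 min plus 1 h, RT. Measured by: high-throughput flow cytometry of beads, ex 488, em 535 nm. Evaluation: percent drop in bead-associated FITC signal.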
DAGLB inh: DAGLB lipase inhibitors, primary screen, biochemical, fluorescence, HTS; Diacylglycerol lipase-beta (Homo sapiens), Q8NCG7; HEK293T DAGLB membrane lysate, EnzChek fluorogenic substrate; inhibition, % at 5.17 µM; actives 0.059% (n = 340,000); AID 504411, 2011; in the data active = inhibition above about 34%;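 note: 0% = enzyme with vehicle and 100% = wells lacking enzyme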
V-ATPase pH: regulators of yeast V-ATPase proton pumping, primary screen, pHLuorin cytosolic pH fluorescence; S. cerevisiae; response, % at 10 µM; actives 0.37% (n = 350,000); AID 504577, 2011; in the data active = response mostly above about 7.3%, no sharp cut-off; inactive = mostly below about 5.4%; note: actives read high; inactives centre near 0; some compounds called inactive have numbers as strong as hits; reference of the scale not given here
MOR-DOR ag: agonists of OPRM1-OPRD1 heterodimerization, primary screen, cell-based, luminescence; actives 0.3% (n = 340,000); Mu-type opioid receptor (Homo sapiens) + Delta-type opioid receptor (Homo sapiens), …; AID 504326, 2011; activation, % at 9.3 µM; cells; in the data active = activation above about 18%;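 note: 0% = vehicle-treated cells and 100% = reference agonist; values of inactives mirror those of a sister screen read the other way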
DSG3 Ab inh: inhibitors of pemphigus antibody binding to DSG3, primary screen, biochemical, bead-based, flow cytometry, scFv-GFP | actives 0.48% (n = 310,000) | AID 588358, 2011 | binding (percent of control), % at 10 µM | DSG3-coupled beads, scFv-anti-DSG3-GFP binding; stronger effect = lower value | Desmoglein-3 (Homo sapiens), P32926;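 active = binding more than 3 SD below its plate's average and above zero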;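 note: hits lower antibody fragment binding to DSG3; some compounds called inactive have numbers as strong as hits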
Target sequence (P32926 whole entry, looked up, the tested form may be a part): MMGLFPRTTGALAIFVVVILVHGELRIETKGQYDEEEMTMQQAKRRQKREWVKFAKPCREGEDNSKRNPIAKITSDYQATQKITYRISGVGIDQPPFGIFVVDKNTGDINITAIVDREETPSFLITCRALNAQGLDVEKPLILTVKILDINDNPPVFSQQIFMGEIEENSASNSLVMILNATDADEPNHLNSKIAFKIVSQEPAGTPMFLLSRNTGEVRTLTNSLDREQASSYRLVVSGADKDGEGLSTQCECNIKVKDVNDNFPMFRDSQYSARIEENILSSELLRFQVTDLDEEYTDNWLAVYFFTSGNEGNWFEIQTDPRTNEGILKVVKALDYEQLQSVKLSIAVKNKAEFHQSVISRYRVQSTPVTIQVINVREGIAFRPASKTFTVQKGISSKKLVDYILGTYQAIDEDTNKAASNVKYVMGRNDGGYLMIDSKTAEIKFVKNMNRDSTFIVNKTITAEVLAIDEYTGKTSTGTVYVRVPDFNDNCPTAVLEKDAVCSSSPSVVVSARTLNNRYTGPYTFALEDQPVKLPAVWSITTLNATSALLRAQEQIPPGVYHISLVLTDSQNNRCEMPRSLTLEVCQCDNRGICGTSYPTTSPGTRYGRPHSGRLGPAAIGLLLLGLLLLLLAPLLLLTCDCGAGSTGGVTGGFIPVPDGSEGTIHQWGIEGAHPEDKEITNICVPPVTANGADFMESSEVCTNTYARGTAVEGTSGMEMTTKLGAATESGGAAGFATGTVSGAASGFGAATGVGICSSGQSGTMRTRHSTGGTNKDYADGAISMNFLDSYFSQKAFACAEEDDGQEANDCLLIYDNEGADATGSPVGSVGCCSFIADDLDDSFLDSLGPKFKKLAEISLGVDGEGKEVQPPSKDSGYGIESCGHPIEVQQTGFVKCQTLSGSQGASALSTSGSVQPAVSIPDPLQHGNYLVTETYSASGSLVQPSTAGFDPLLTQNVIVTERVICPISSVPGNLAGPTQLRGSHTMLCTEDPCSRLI
OPRM1-OPRD1 inv: inverse agonists of MOR-DOR heterodimerization, primary screen, cell-based, luminescence; cell-based MOR-DOR heterodimer luminescence, inverse agonism; inhibition, % at 9.3 µM; actives 0.21% (n = 340,000); AID 504357, 2011; in the data active = inhibition above about 22%, passing the limit was not always enough;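 note: 0% = cells with DMSO and 100% = wells without cells with DMSO; values of inactives mirror those of a sister screen read the other way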
HTR5A ag: HTR5A agonists in luminescence cell assay, primary screen, counter-screen for OPRM1-OPRD1 heterodimer agonist project, full-deck HTS; 5-hydroxytryptamine receptor 5A (Homo sapiens), P47898; cell-based; activation, % at 9.3 µM; actives 0.61% (n = 340,000); AID 504692, 2011; in the data active = activation mostly above about 9.5%, no sharp cut-off; inactive = mostly below about 7.6%;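 note: 0% = cells with vehicle only and 100% = reference agonist; strong numbers were not always called active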
PKA-R2B act: activators of PKA-R2B holoenzyme, primary screen, biochemical, fluorescence polarization, Cy5-IP20, human; cAMP-dependent protein kinase catalytic subunit beta (Homo sapiens) + cAMP-dependent …; PKA-R2B holoenzyme dissociation; R2B truncated from residue 108, S112A mutant; 0% DMSO only, 100% 113 µM cGMP; activation, % at 11.4 µM; actives 0.079% (n = 340,000); AID 504700, 2011;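 active = activation above a cutoff set at the mean over all compounds plus 3 SD, cut at about 18% in these data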;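 note: higher means more holoenzyme dissociation and a rise in polarization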
PKA-R1A activ: activators of PKA-R1A holoenzyme, primary screen, biochemical, fluorescence polarization, Cy5-IP20, bovine R1A, mouse PKAc; cAMP-dependent protein kinase type I-alpha regulatory subunit (Bos taurus) + …; AID 504707, 2011; activation, % at 11.4 µM; actives 0.083% (n = 340,000); PKA-R1A dissociation; scaled: DMSO 0%, 113 µM cGMP 100%;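 active = percent activation above the mean of all tested compounds plus 3 SD, cut at about 19% in these data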;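 note: higher means more PKAc released from R1A so a rise in polarization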
HTR5A inv ctr: HTR5A inverse agonists in luminescence cell assay, primary screen, counter-screen for OPRM1-OPRD1 heterodimer inverse agonist project, full-deck HTS; 5-hydroxytryptamine receptor 5A (Homo sapiens), P47898; HTR5A cell line, inverse agonism; inhibition, % at 9.3 µM; actives 0.083% (n = 340,000); in the data active = inhibition mostly above about 23%, no sharp cut-off; inactive = mostly below about 18%;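 note: 0% = cells with DMSO and 100% = no-cell wells with DMSO; some compounds called inactive have numbers as strong as hits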
An asterisk follows results filed as active; / = no result given; & = joins results of further samples. Outcome played no part in choosing rows; any-hit rate near 2.4%.

SMILES	Arrestin-AP2 inh	DAGLB inh	V-ATPase pH	MOR-DOR ag	DSG3 Ab inh	OPRM1-OPRD1 inv	HTR5A ag	PKA-R2B act	PKA-R1A activ	HTR5A inv ctr
CN(CCNC(=O)c1ccc(CS(=O)(=O)c2c(Cl)cccc2Cl)o1)CCc1ccccc1	-9	2	6	-0.5	106	3	-3	4	9	0
CSc1cccc(NC(=S)Nc2cc(C)ccc2C)c1	-1	-1	3	-0.3	/	1	0	-1	-2	8
Cc1ccc(NC(=O)C(C)OC(=O)c2ccc(NC(=O)CC#N)cc2)cc1S(=O)(=O)N1CCOCC1 (configuration not stated)	-2	-1	2	-4.3	101	22	-3	4	-10	7
O=C(c1ccc(-c2cccc(C(F)(F)F)c2)o1)N1CCOCC1	2	-4	1	-1.0	104	4	4	-6	-7	-10
CC(C)CN(C(=O)COC(=O)c1cc(=O)[nH]c2ccccc12)c1c(N)n(Cc2ccccc2)c(=O)[nH]c1=O	0	3	1	-2.2	107	9	10	-7	-17	-29
CCCCCCn1cc(C(=O)OCC)c(=O)c2cc(F)c(F)cc21	31	-2	6	1.2	/	-6	0	-5	-12	19
CC(C)N(Cc1ccccc1)C(=O)CN1C(=O)COc2ccc(S(=O)(=O)N3CCCCCC3)cc21	-14	-2	2	-0.8	/	4	-5	4	-7	19
O=C(Nc1ccc2c(c1)OCCO2)C1CC1c1ccccc1 (configuration not stated)	12	-7	-2	-1.3	104	8	3	1	-4	-10
O=C1CC(c2ccco2)CC(O)=C1C=NCC1CCNCC1 (configuration not stated)	9	-2	5	2.1	96	-12	-1	-2	-9	2
Nc1ccccc1-c1ccccc1N	-5	-2	-2	-1.3	100	10	-3	-7	-1	8
COc1ccccc1C(=O)NCCC(=O)N1CCN(c2ccc(C(F)(F)F)cn2)CC1	-2	-1	-3	-2.3	104	12	4	1	-1	-9
Fc1ccc(-c2csc(N3CCOCC3)n2)cc1	-5	-13	-9	-0.4	100	2	5	8	-3	-17
COc1ccc(S(=O)(=O)N2CCC(C(=O)NCCC(=O)Nc3cccc(OC)c3)CC2)cc1	3	5	-1	-3.5	106	18	3	-4	-8	11
O=C(O)c1ccc(C=NN=Cc2ccco2)cc1	4	-3	-4	-0.7	90	3	-4	-8	-11	16
CC(C)(C)OC(=O)NCCCC[C@H](NC(=O)c1[nH]cnc1C(=O)Nc1ccc(Cl)cc1)C(=O)OC(C)(C)C	/	-12	0	1.4	98	-8	5	-4	-1	-22
COc1cccc(C2CC(c3ccccc3C)n3nc(N)nc3N2)c1 (configuration not stated)	8	2	-2	-1.9	106	10	0	-3	15	1
CCN1CCN(c2cc(C)c3cc(NC(=O)c4cccs4)ccc3n2)CC1	40	0	0	-4.3	87	22	2	-4	-12	1
Cc1cc(=O)oc(C)c1C(=O)Nc1ccccc1F	34	-1	-5	-1.6	95	8	-1	6	3	0
COc1ccc(NC(=O)CSc2nc3ccccc3c(=O)n2CCCN2CCCCC2)c(OC)c1	7	0	-3	-0.7	101	4	-2	-10	-8	-2
O=C(COC(=O)c1ccc2c(c1)OCO2)Nc1ccccc1	30	-4	-2	-3.4	98	16	1	7	2	25
CN(C)c1ccnc2c[cH-]cc12.[Fe].c1ccc(-[c-]2[c-](-c3ccccc3)[c-](-c3ccccc3)[c-](-c3ccccc3)[c-]2-c2ccccc2)cc1 (configuration not stated)	34&1	2&3	-1&1	-2.0&-1.9	99&82	11&11	1&4	-10&-5	-4&-2	-11&-10
O=C(OCc1ccc(Cl)c(Cl)c1)c1cccnc1Cl	27	-4	0	-0.2	86	1	1	-2	-2	-4
COc1ccc(/C=C(/NC(=O)c2ccco2)C(=O)N2CCCC2=O)cc1	11	-1	2	-3.7	109	17	1	5	4	-5
CN(C)CCNC(=O)c1c(CSc2ccc(Cl)cc2)noc1C(=O)NCc1ccccc1	2	1	1	-3.8	103	20	2	2	20*	-4
CCN(CC)C(=O)CC(c1ccc2c(c1)OCO2)c1c(O)cc(OC)cc1OC (configuration not stated)	4	0	0	-3.7	106	17	1	-1	-3	2
CC[C@@H](NS(=O)(=O)c1ccc(C)cc1)C(=O)Oc1ccc2c3c(c(=O)oc2c1)CCC3	5	1	1	0.3	95	-2	0	-2	-11	4
Cc1ccc(/C=C/c2ccc(=O)n(Cc3ccc(F)cc3)n2)cc1	-1	-6	-2	2.4	97	-14	2	-10	2	-6
CCn1c(SCC(=O)NCc2ccco2)nnc1-c1ccc(N)cc1	15	0	-4	-2.7	112	12	-1	-4	-11	-13
COc1ccc(CNC(=O)CCCn2nc(C)c3c(C)n(-c4ccc(C)cc4)nc3c2=O)cc1OC	-9	0	-3	-1.8	/	10	0	-5	0	7
Cc1cc2cccc(C)c2nc1SCC(=O)NCC1CCCO1 (configuration not stated)	12	0	1	-1.9	101	9	-1	17	12	-18
COC(=O)/C(=C/c1ccco1)NC(=O)c1ccco1	3	-2	0	-0.6	98	3	6	0	5	19
Cc1cccc(NC(=O)CN(CC2CCCO2)C(=O)c2cc3ccccc3o2)c1C (configuration not stated)	18	-1	1	-1.0	104	6	6	3	4	8
O=C(COC(=O)c1cccc(O)c1)c1ccccc1	36	1	4	-0.8	107	6	-1	1	2	-7
CCN(CC(=O)Nc1c(C(=O)OC)[nH]c2ccccc12)c1ccc2c(c1)OCO2	2	2	3	2.3	/	-13	7	3	7	-17
CN1/C(=C\C(=O)CSc2nnc(NCc3ccccc3)s2)C(C)(C)c2ccccc21	-12	2	1	-3.0	140	16	0	-2	-10	-5
Cn1c(SCC(=O)Nc2ccc(C(N)=O)cc2)nc2c(c1=O)SCC2	15	3	-4	-3.3	104	18	3	-8	-3	4
CCc1cccc(C)c1NC(=O)CN1C(=O)NC(CCc2ccccc2)C1=O (configuration not stated)	-7	0	2	-2.7	126	14	-3	-6	3	10
Cc1[nH][nH]c(=O)c1C=NCc1cccnc1	-8	-2	-2	-1.6	83	10	0	-8	-14	-7
COc1ccc(CC(=O)N2CCOCC2)cc1OC	17	1	0	-1.1	97	6	1	9	2	3
CCN1C[C@@H]2[C@@H]3C(=O)N(Cc4ccccc4)C(=O)[C@@H]3[C@](CC)(C1=O)N2C(=O)c1ccc(F)cc1	-6	1	-3	-3.0	101	18	10	-9	1	-30
CCOC(=O)C1Cn2c(nc3c(c2=O)C2(CCCC2)Cc2ccccc2-3)S1 (configuration not stated)	8	-11	1	2.1	/	-9	4	-7	-2	-10
CNS(=O)(=O)c1cccc(C(=O)OCc2cc(Cl)cc3c2OCOC3)c1	15	1	-1	1.2	/	-6	5	-5	-8	-14
CC(=O)N1CCCc2cc(S(=O)(=O)N(C)CC(=O)Nc3ccccc3)ccc21	/	0	1	/	108	/	/	6	1	/
C=CCn1c(COc2ccc(OC)cc2)nc2ccccc21	1	-2	0	-1.6	118	8	0	1	-8	1
COc1ccc(N2C(=O)CC(Sc3nnc(-c4ccccc4F)n3C)C2=O)cc1 (configuration not stated)	-2	0	-1	-3.1	103	16	-4	-6	10	14
N#CCN(C(=O)COC(=O)C1CC2CCCC(C1)C2=O)c1ccccc1 (configuration not stated)	-3	2	-3	-5.4	93	28	-2	-9	-1	4
Cc1cc(N2CCN(C)CC2)n2nc(-c3ccc(Cl)cc3)nc2n1	15	-5	-2	-0.4	94	2	10	-11	4	-38
COc1ccc(C(O)(C2CCCCC2)C(CN2CCCC2)c2ccccc2)cc1 (configuration not stated)	-6	-2	4	1.1	88	-6	-5	-7	5	18
CCN(CC)C(=O)CSc1nnc2nnc3cc(C)ccc3n12	57*	-2	-4	0.9	110	-5	5	-17	1	13
COc1ccc(OC)c(NC(=O)COC(=O)/C=C/c2ccco2)c1	28	-8	-3	-4.4	99	17	-4	1	0	12

Entries from the list above that contain a cyano group (2):
SMILES	Arrestin-AP2 inh	DAGLB inh	V-ATPase pH	MOR-DOR ag	DSG3 Ab inh	OPRM1-OPRD1 inv	HTR5A ag	PKA-R2B act	PKA-R1A activ	HTR5A inv ctr
Cc1ccc(NC(=O)C(C)OC(=O)c2ccc(NC(=O)CC#N)cc2)cc1S(=O)(=O)N1CCOCC1 (configuration not stated)	-2	-1	2	-4.3	101	22	-3	4	-10	7
N#CCN(C(=O)COC(=O)C1CC2CCCC(C1)C2=O)c1ccccc1 (configuration not stated)	-3	2	-3	-5.4	93	28	-2	-9	-1	4

Next part
SMILES	Arrestin-AP2 inh	DAGLB inh	V-ATPase pH	MOR-DOR ag	DSG3 Ab inh	OPRM1-OPRD1 inv	HTR5A ag	PKA-R2B act	PKA-R1A activ	HTR5A inv ctr
CCc1ccc(-n2c(=O)c3ccccc3n3c(=S)[nH]nc23)cc1	34	1	-4	-1.2	104	6	-1	-12	-3	2
O=C(COc1ncnc2cc([N+](=O)[O-])ccc12)N(CCc1ccccc1)Cc1ccccc1	3	1	0	3.8	92	-20	-2	-3	0	16
COc1cc(/C=C/c2nc3ccccc3c(=O)[nH]2)cc(OC)c1OC	-13	-1	-4	-1.7	93	8	2	5	1	-8
COC(=O)C1=NN(C(C)(C)CC(C)=O)C2C(=O)N(C3CCCCC3)C(=O)C12 (configuration not stated)	14	-1	6	-1.2	89	6	0	1	1	9
O=C(CSc1nnc2ccccn12)NCCN1C(=O)CSC1=O	5	2	4	-2.5	110	12	20	-14	-13	-48
COC(=O)c1c(NC(=O)C2COc3ccccc3O2)sc2c1CCN(C(=O)OC)C2 (configuration not stated)	/	-5	0	/	105	/	/	5	-9	/
O=C1Nc2ccc([N+](=O)[O-])cc2OC1CCN1CCOCC1 (configuration not stated)	1	-3	0	-4.0	112	20	6	-7	-5	-2
CC(=O)Nc1cccc(C(=O)OC(C)C(=O)NC2CCCc3ccccc32)c1 (configuration not stated)	3	4	0	-2.1	/	11	-2	3	8	-16
COCCN(C(=O)c1ccccc1Oc1ccccc1)c1c(N)n(CC(C)C)c(=O)[nH]c1=O	21	-2	1	-2.1	/	8	-14	-10	-7	35*
COc1cc(/C=C2\SC(=S)N(C(C(=O)O)c3ccccc3)C2=O)ccc1O (configuration not stated)	-2	6	-2	-3.4	96	17	-7	-10	-5	20
Cc1cc(NC(=O)CSc2nc(Cc3ccc(O)cc3)c(C)[nH]2)no1	12	-2	-4	-2.2	91	12	-2	8	-5	18
Cc1ccc(C(=O)NNC(=O)C2CCN(S(=O)(=O)c3ccc(C)cc3)CC2)cc1	-14	0	2	-1.4	88	7	-5	-4	-3	15
